bCat nuc transl = beta-catenin nuclear translocation modulation. 0.3% of 190,000 active. HeLa beta-catenin nuclear translocation, immunofluorescence imaging. nuclear translocation activity, % at 5 µM. AID 1665;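 active means nuclear translocation activity above 50% at 5 µM, with a well cell count of 50 or more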;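 further: per-cell ratio of nuclear to cytoplasmic median beta-catenin stain intensity; plate controls were DMSO negative control for no effect and GSK-3 inhibitor IX positive control for full effect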
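Test system: human HeLa cells, native beta-catenin. Compound dosing: 5 µM primary single dose, 0.1% DMSO, 0.02–20 µM confirmation series. Incubation: compound exposure 24 h at 37°C. Detection: beta-catenin immunostaining with DAPI counterstain, 20x imaging, 6 fields/well. Read-out basis: Nuclear/cytoplasmic beta-catenin signal ratio, % activation.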
P. falciparum M1AAP = P. falciparum M1AAP inhibitors, biochemical, fluorogenic H-Leu-NHMec substrate, 1536-well (AID 1445); recombinant M1AAP, H-Leu-NHMec fluorogenic kinetic assay; higher % means a stronger effect; one-dose inhibition, % at 30 µM; IC50 in µM for titrated hits; 0.42% of 220,000 active;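 active means primary inhibition above the hit cutoff, then over 50% inhibition at one or more dose response concentrations, cut at about 23% in these data, passing the limit was not always enough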;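 further: plate controls were DMSO full reaction for no effect and no enzyme background for full effect; strong numbers were not always called active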
WT yeast gro inh = growth inhibition of WT yeast, mitochondrial fusion screen | mitochondrial fusion phenotypic screen, WT strain | inhibition, % at 10 µM | 2.1% of 190,000 active; in the data active means inhibition above about 58%; tested in S. cerevisiae
Yfh1-depleted yeast = enhancers of respiration in Yfh1-depleted yeast, dose response, Friedreich's ataxia, plus single-dose screen (AID 1465); fold induction at 50 µM, or EC50 in µM where a hit was titrated; S. cerevisiae Yfh1-off respiration, WST-1 reduction, 72 h; higher fold induction means a stronger effect; 0.074% of 220,000 active;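 active means fold induction of absorbance versus untreated yeast above a set limit, then at least 30% activation at any dose in follow-up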;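 further: activators that raise dye reduction in frataxin-depleted yeast; strong numbers were not always called active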
MT stabilizer = microtubule stabilization, imaging screen; % tubulin-high responders, % at 10 µM; AID 2205; HeLa tubulin immunostaining HCS, 24 h; share of cells brighter than vehicle mean+2SD; 0.83% of 200,000 active;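 active means plate Z-score above 3 for both tubulin-high and condensed-nucleus cell shares, with cell loss under 80%, at 10 µM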;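 further: anti alpha tubulin signal scored within the nucleus-defined area of each cell; some results filed as inactive read as strong as hits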
Dynein transport = blocks dynein driven cargo transport along microtubules; 3617.4 mouse cells, GR-EGFP nuclear translocation imaging; test concentration mostly 20 µM; stimulated with dexamethasone, 1 µM; stronger effect = lower value; z-score, hits read low; 0.47% of 220,000 active;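 active means plate z-score of nuclear minus cytoplasmic receptor signal below a set negative limit, without overly bright fluorescence or cell loss, cut at about -3.5 in these data, passing the limit was not always enough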;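 further: z-score of nuclear minus cytoplasmic ring GR-EGFP intensity difference per well; some compounds called inactive have numbers as strong as hits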
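Buffer or medium: Induction medium lacking tetracycline, stripped serum | Also added: Dexamethasone agonist, 1.0 µM final, for 30 min | Timing: 48 h induction, 1 h compound, 30 min dex at 37 °C | Detection: Formaldehyde fixation, Hoechst nuclear stain, 10x automated fluorescence imaging | Measure: Nuclear versus cytoplasmic GR-EGFP signal, averaged per well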
Autophagy HCS = autophagy modulation, high-content screen; MEF GFP-LC3 puncta imaging; test concentration mostly 10 µM; 0.98% of 190,000 active; AID 463193; calls only at 10 µM (by protocol);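 active means percentage of spot-positive cells more than 3 SD above its plate mean, without a fluorescence outlier flag or 80% toxicity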;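 further: spot-positive cell cutoff set from DMSO-treated cells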
T cell modulator = T cell immune modulators affecting CD8 T cell-vesicle binding; 2C CD8+ T cell-vesicle binding, flow cytometry; stronger effect = lower value; calls only at 7 µM; 0.068% of 330,000 active;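 active means response, share of CD8 T cells binding vesicles, and their 90th percentile fluorescence all below set limits, cut at about 80% in these data, passing the limit was not always enough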
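Material: murine 2C transgenic CD8+ T lymphocytes / Also added: QL9-peptide-loaded Drosophila micro-vesicles bearing Ld, ICAM-1 and B7-1 / Schedule: binding step 1.5 h, 37 °C, antibody labelling 20 min, ice / Signal: flow cytometry, PE anti-B7-1 (FL2) versus Alexa647 anti-CD8 (FL8), PFA-fixed / Evaluation: percent CD8+ FL2 mean versus row control / Benchmarks: naked versus QL9-loaded vesicles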
M17LAP inhibition = P. falciparum M17LAP inhibitors, primary screen, biochemical, fluorogenic H-Leu-NHMec substrate, 1536-well (AID 1619); 0.38% of 220,000 active; recombinant M17LAP, H-Leu-NHMec fluorogenic kinetic assay; higher % means a stronger effect; one-dose inhibition, % at 30 µM; IC50 in µM for titrated hits;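 active means compound inhibiting the enzyme by more than half at any dose during confirmatory dose-response retesting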;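 further: plate controls were full reaction with DMSO carrier for no effect and no enzyme background for full effect; strong numbers were not always called active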
WT yeast gro inh mutant strain = also measured in WT yeast gro inh; calls as there; inhibition, %; mitochondrial fusion phenotypic screen, mutant strain inhibition
Dynein transport cytoplasmic EGFP = recorded beside Dynein transport, whose call it bears; z-score; measured here: cytoplasmic GR-EGFP intensity; stronger effect = higher value
Dynein transport nuclear GR-EGFP = second read-out of Dynein transport, no call of its own (marks repeat the call); z-score; measured here: nuclear GR-EGFP intensity;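 lower value marks the stronger effect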
Dynein transport cell count = second read-out of Dynein transport, no call of its own (marks repeat the call); z-score; measured here: cell count per field
bCat nuc transl cell count 5 µM = recorded beside bCat nuc transl, whose call it bears; cell count; measured here: cell count, cytotoxicity flag
T cell modulator vesicle-bound % = recorded beside T cell modulator, whose call it bears; double positive events, %; measured here: CD8+ vesicle-bound cell fraction;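 binding gate set so that unloaded-vesicle control wells show 10% double positive cells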
MT stabilizer Hoechst-high % = further read-out of MT stabilizer, marked with its call; % Hoechst-high responders; measured here: nuclear condensation Hoechst responders;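 share of cells brighter than vehicle mean plus two SD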
MT stabilizer cytotoxicity % = recorded beside MT stabilizer, whose call it bears; toxicity, %; measured here: cytotoxicity by cell density;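 0% = mean cell density of plate MIN control wells and 100% = no cells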
Autophagy HCS cell loss 18 h = recorded beside Autophagy HCS, whose call it bears; toxicity, %; measured here: cell loss, nuclei count;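 cell loss after 18 h compound exposure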
Starred values were filed as active, the others as inactive; i = inactive; · = no result given.

canonical_smiles,M17LAP inhibition,Dynein transport cell count,bCat nuc transl cell count 5 µM,WT yeast gro inh mutant strain,P. falciparum M1AAP,Autophagy HCS cell loss 18 h,MT stabilizer Hoechst-high %,Yfh1-depleted yeast,bCat nuc transl,Dynein transport nuclear GR-EGFP,MT stabilizer,WT yeast gro inh,Dynein transport,MT stabilizer cytotoxicity %,T cell modulator vesicle-bound %,T cell modulator,Autophagy HCS,Dynein transport cytoplasmic EGFP
O=C(Cn1cnc2scc(-c3ccc(Cl)cc3)c2c1=O)N1CCOCC1,22%,0.35,1254,·,10%,·,·,i,0.0,0.043,·,·,-0.69,·,20,i,·,-0.25
CCN(C(=O)COC(=O)c1ccc(OC)c(S(=O)(=O)N2CCCc3ccccc32)c1)C1CCS(=O)(=O)C1 (stereo unspecified),16%,1.2,1072,-11,1%,-3,2.6,i,2.2,-0.58,2.5,-6,-0.92,5.0,9,i,i,-0.33
NC(=S)Nc1cccc2cc3ccccc3cc12,-10%,0.8,1339,-8,8%,-14,1.3,i,-0.4,0.9,2.6,-8,-0.41,5.2,39,i,i,1.6
O=C(OCc1cn(-c2ccc(Cl)c(Cl)c2)nn1)c1ccccc1Cl,-1%,-0.11,1413,-5,-3%,6,2.1,i,0.1,0.29,2.3,-4,-0.74,5.5,36,i,i,-0.1
CCOCCCNC(=O)c1cc(Sc2ccc(F)cc2)nc2ccccc12,-1%,0.12,1123,8,1%,6,2.0,i,1.2,0.041,2.1,1,-0.0098,3.0,50,i,i,-0.24
CCN1C(=O)c2n[nH]c(C(=O)OC)c2C1=O,10%,-0.17,1425,2,3%,·,1.0,i,2.8,-0.061,0.9,1,-0.86,6.7,37,i,·,0.26
CCN1CCN(C2=NC(=O)/C(=C/c3ccc(C)o3)S2)CC1,2%,0.26,969,-27,1%,-40,3.5,i,-3.8,-0.86,2.5,-5,-1.1,6.8,31,i,i,-0.13
CCS(=O)(=O)c1ccc2c(c1)N(S(C)(=O)=O)CC(C(=O)NC1CC1)O2 (stereo unspecified),-13%,0.55,1336,-15,2%,-3,1.9,i,0.3,0.37,3.8,4,-0.41,7.0,24,i,i,0.61
Cc1cc(C)c(C(=O)c2ccc(C(=O)NC(C)(C)C)cc2)c(C)c1,3%,0.77,964,-8,6%,-6,1.8,i,3.3,-0.41,2.1,-5,-0.51,10.0,12,i,i,-0.25
CCOC(=O)N1CCc2c(sc3c2c(=O)n(Cc2ccccc2)c(=O)n3Cc2cccc(C)c2)C1,2%,0.44,516,-4,2%,19,1.7,·,-2.1,0.33,2.7,50,-0.82,3.3,36,i,i,0.25
CCC(CC)NC(=O)CSc1nnc(-c2ccc(OC)cc2)n1C(C)C,5%,-0.21,1219,2,-3%,-2,1.2,i,-3.7,0.38,2.0,-13,0.92,6.8,46,i,i,-0.21
O=C(Cn1cnc2c(cnn2-c2ccccc2)c1=O)N1CCN(c2ccc(F)cc2)CC1,3%,0.27,1297,-7,7%,0,2.2,i,-8.7,-0.04,2.1,2,-0.6,1.9,35,i,i,-0.12
CCOC(=O)/C(C#N)=C(C)/C=C1\Sc2ccccc2N1CC,5%,-0.019,818,6,2%,3,2.4,i,-0.1,0.1,2.8,6,0.53,7.2,29,i,i,-0.19
Cn1c(/C=N/NC(=O)c2ccccc2)nc2ccccc21,8%,0.49,·,82,2%,20,2.4,i,·,0.034,3.5,12,-0.69,2.5,29,i,i,-0.21
COc1ccc(-c2nnc3ccc(SCC(=O)N4CCCCC4)nn23)cc1OC,0%,0.93,1152,7,12%,-8,2.0,i,-1.0,0.37,6.3,7,0.36,3.3,41,i,i,-0.1
Cc1cc(C)c(NC(=O)CSc2nnc(SCC(=O)Nc3c(C)cc(C)cc3C)n2N)c(C)c1,41%,0.9,1119,·,1%,-6,1.3,i,-1.9,-0.12,2.1,·,-0.68,8.3,18,i,i,-0.27
COc1ccc(C(=O)/C=C/Nc2cc(C)ccn2)cc1,1%,1.3,1366,·,4%,·,·,i,-0.6,-0.79,·,·,-0.8,·,29,i,·,-0.29
CC(=O)c1ccc(N2CCN(C(=O)CCN3C(=S)NC(C)(C)CC3C)CC2)cc1 (stereo unspecified),3%,0.55,1086,7,9%,-2,2.3,i,0.1,0.032,2.1,11,-0.68,8.2,21,i,i,-0.29
CCCOc1ccc(C(=O)OCC(=O)c2c(N)n(C)c(=O)n(C)c2=O)cc1OCC,0%,0.64,1088,-5,2%,3,2.2,i,-0.6,-0.39,3.2,-12,-1.1,23,17,i,i,0.48
COc1ccc(-c2nc(CS(=O)CC(=O)NCCC3=CCCCC3)c(C)o2)cc1 (stereo unspecified),12%,-0.14,1128,6,8%,-3,3.5,i,0.2,-0.24,4.7,1,-0.46,9.0,20,i,i,-0.12
Cc1ccc(S(=O)(=O)N(C)c2ccc(C(=O)N3CCN(Cc4ccc5c(c4)OCO5)CC3)cc2)cc1,2%,0.11,·,-4,9%,3,1.4,i,·,0.059,1.0,-18,0.11,11,29,i,i,-0.049
O=C(CCn1c(=O)[nH]c2ccsc2c1=O)N1CCN(c2cccc(Cl)c2)CC1,13%,0.36,1499,-15,10%,4,5.1,i,-1.8,0.49,3.2,-12,0.83,9.5,4,i,i,-0.075
Cc1ccc(CNC(=O)CCS(=O)(=O)c2ccc(Cl)cc2)cc1,-3%,-0.041,973,5,6%,10,2.1,i,1.2,-0.48,8.2,-7,-0.95,12,39,i,i,-0.19
Cc1onc(-c2c(Cl)cccc2Cl)c1C(=O)NNC(=O)c1c(-c2c(Cl)cccc2Cl)noc1C,-1%,0.25,1125,·,4%,·,·,i,0.2,-0.24,·,·,-0.42,·,14,i,·,-0.2
O=c1cc(CSc2nnnn2-c2ccccc2)nc2nc[nH]n12,35%,0.69,·,6,10%,0,2.1,i,·,-0.053,2.9,-7,0.005,3.0,51,i,i,-0.09
N=P(N1CCOCC1)(N1CCOCC1)C12CC3CC(CC(C3)C1)C2,5%,0.62,·,·,1%,-4,1.1,i,·,-0.064,1.9,·,-0.46,3.1,16,i,i,-0.21
CCCN1C(=O)c2ccccc2NC1c1ccc(OC)c(CSc2ccccn2)c1 (stereo unspecified),-6%,-0.93,1050,28*,2%,10,1.7,i,2.7,0.57,4.2,64*,0.18,5.0,5,i,i,-0.23
Cc1cc(CNC(=O)COc2c(F)c(F)cc(F)c2F)c2ccccc2n1,-1%,0.35,1009,5,1%,20,1.4,i,-0.3,-0.32,0.9,4,-0.64,3.8,57,i,i,-0.25
O=C(COC(=O)c1cncc(Br)c1)NC1CCCCC1,2%,-0.84,1037,4,-2%,2,2.5,i,3.9,0.19,1.6,2,0.56,3.7,32,i,i,0.26
COc1ccc(S(=O)(=O)NNC(=O)c2ccccc2-n2cccc2)cc1,0%,-0.098,1024,-5,5%,5,1.4,i,2.2,-0.19,1.1,-9,-0.42,5.0,62,i,i,-0.28
Cc1nn(CC2CC2)c(=O)n1-c1ccc(Oc2ccccc2)cc1,1%,-0.53,988,9,4%,-3,2.3,i,-1.7,0.69,2.1,-12,-0.0082,7.2,36,i,i,-0.18
O=S(=O)(/N=C(\c1ccccc1)N1CCOCC1)c1ccc(Cl)cc1,-1%,-0.91,1086,-11,10%,6,1.2,i,0.3,0.3,6.1,0,0.49,9.1,26,i,i,-0.086
CN(C)CCOc1ccc2ccccc2c1,0%,0.21,551,-5,2%,8,2.4,i,-2.4,0.71,3.3,0,0.037,6.4,37,i,i,-0.29

Entries of single compounds, quoted from the list.
Entry for CCCN1C(=O)c2ccccc2NC1c1ccc(OC)c(CSc2ccccn2)c1 (stereo unspecified) → M17LAP inhibition = -6%; Dynein transport cell count = -0.93; bCat nuc transl cell count 5 µM = 1050; WT yeast gro inh mutant strain = 28*; P. falciparum M1AAP = 2%; Autophagy HCS cell loss 18 h = 10; MT stabilizer Hoechst-high % = 1.7; Yfh1-depleted yeast = i; bCat nuc transl = 2.7; Dynein transport nuclear GR-EGFP = 0.57; MT stabilizer = 4.2; WT yeast gro inh = 64*; Dynein transport = 0.18; MT stabilizer cytotoxicity % = 5.0; T cell modulator vesicle-bound % = 5; T cell modulator = i; Autophagy HCS = i; Dynein transport cytoplasmic EGFP = -0.23
Entry for O=c1cc(CSc2nnnn2-c2ccccc2)nc2nc[nH]n12 → M17LAP inhibition = 35%; Dynein transport cell count = 0.69; bCat nuc transl cell count 5 µM = ·; WT yeast gro inh mutant strain = 6; P. falciparum M1AAP = 10%; Autophagy HCS cell loss 18 h = 0; MT stabilizer Hoechst-high % = 2.1; Yfh1-depleted yeast = i; bCat nuc transl = ·; Dynein transport nuclear GR-EGFP = -0.053; MT stabilizer = 2.9; WT yeast gro inh = -7; Dynein transport = 0.005; MT stabilizer cytotoxicity % = 3.0; T cell modulator vesicle-bound % = 51; T cell modulator = i; Autophagy HCS = i; Dynein transport cytoplasmic EGFP = -0.09

Compound activity deposited in PubChem BioAssay by several laboratories.
